# PPARg SRC3 recr – agonists of human PPARgamma SRC-3 coactivator recruitment; activation, % at 8 µM; 0.26% of 200,000 active; P37231; biochemical PPARgamma/SRC-3 coactivator recruitment assay; in the data active = activation above about 23%;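 note: 0% = DMSO and 100% = reference agonist; some compounds past the cut are filed as inactive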
# Target sequence (P37231 whole entry, looked up): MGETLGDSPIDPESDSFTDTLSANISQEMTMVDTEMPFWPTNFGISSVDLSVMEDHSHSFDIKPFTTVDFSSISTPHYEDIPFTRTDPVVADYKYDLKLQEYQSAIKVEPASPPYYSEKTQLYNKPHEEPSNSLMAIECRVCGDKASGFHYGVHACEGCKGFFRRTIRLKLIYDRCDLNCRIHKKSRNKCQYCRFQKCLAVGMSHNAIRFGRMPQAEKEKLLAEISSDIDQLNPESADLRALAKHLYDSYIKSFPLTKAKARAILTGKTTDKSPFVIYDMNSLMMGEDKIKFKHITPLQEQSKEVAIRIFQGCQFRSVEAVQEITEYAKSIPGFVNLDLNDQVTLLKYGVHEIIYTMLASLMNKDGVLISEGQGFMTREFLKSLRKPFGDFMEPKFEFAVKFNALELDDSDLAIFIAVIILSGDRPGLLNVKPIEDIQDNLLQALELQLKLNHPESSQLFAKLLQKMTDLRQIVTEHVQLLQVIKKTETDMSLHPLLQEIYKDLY
# TNAP inh hiacc – inhibitors of human TNAP at high phosphate acceptor concentration | AID 1135 | P05186 | purified TNAP, CDP-star luminescence, 1 M DEA | inhibition, % at 20 µM | 0.03% of 200,000 active;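 active = over 50% inhibition of tissue-nonspecific alkaline phosphatase at 20 µM in the single-dose screen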;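 note: plate controls were DMSO wells for no effect and EDTA-quenched wells as full inhibition for full effect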
# Target sequence (P05186 whole entry, looked up): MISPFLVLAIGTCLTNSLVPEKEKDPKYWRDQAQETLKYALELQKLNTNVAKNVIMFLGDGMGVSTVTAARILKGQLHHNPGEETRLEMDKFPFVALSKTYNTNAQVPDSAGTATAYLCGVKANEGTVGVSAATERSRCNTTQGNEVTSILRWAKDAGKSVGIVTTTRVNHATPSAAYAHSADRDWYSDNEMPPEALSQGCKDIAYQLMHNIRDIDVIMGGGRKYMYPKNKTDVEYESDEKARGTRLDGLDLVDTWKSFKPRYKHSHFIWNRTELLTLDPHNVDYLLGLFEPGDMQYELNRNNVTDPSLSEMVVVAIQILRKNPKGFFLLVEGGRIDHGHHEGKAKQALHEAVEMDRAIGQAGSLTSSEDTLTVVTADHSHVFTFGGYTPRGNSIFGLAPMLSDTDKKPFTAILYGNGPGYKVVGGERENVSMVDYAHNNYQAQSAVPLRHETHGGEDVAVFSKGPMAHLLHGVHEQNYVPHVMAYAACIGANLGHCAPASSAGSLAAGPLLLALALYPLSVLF
# TNAP inh no acc – blocks human TNAP activity with no phosphate acceptor present. 0.26% of 200,000 active. inhibition, % at 20 µM. purified TNAP, CDP-star luminescence, 30 min. P05186;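 active = tissue-nonspecific alkaline phosphatase inhibition above about 50% at 20 µM in the single-dose screen, limit read from the data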;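 note: 0% = DMSO negative control and 100% = EDTA positive control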
# HMGR II inh – inhibitors of class II HMG-CoA reductase from Enterococcus faecalis; purified E. faecalis HMGR, NADPH absorbance 340 nm kinetic; inhibition, % at 10 µM; 0.41% of 190,000 active; AID 1066;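 active = inhibition above a set limit, the median over all tested compounds plus 3 SD, cut at about 9.5% in these data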;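 note: enzyme runs in reverse so mevalonate oxidation gives rising NADPH absorbance; 0% = complete reaction with DMSO and 100% = background rate lacking mevalonate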
# bIAP inhibitor – blocks bovine intestinal alkaline phosphatase activity | purified bovine IAP, CDP-star luminescence, 30 min | inhibition, % at 20 µM | 190,000 tested, under 10 active | AID 1019;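 active = over 50% inhibition of intestinal alkaline phosphatase at 20 µM in the single-dose screen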
#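 System: Purified bovine intestinal alkaline phosphatase (IAP) enzyme | Input: IAP diluted 1/65,000,000 in the well | Also added: CDP-star chemiluminescent phosphatase substrate, 30 µM final | Dosing: 20 µM single dose | Times: Enzyme reaction for 30 min at room temperature | Detection: Luminescence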
# PPARg SRC-1 ag – promotes SRC-1 coactivator recruitment by human PPARgamma; P37231; PPARgamma-SRC-1 coactivator recruitment biochemical assay; activation, % at 8 µM; 0.41% of 200,000 active; AID 631; in the data active = activation above about 19%;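 note: 0% = DMSO and 100% = reference agonist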
# TNAP act hiacc – increases human TNAP activity under high phosphate acceptor concentration; P05186; purified TNAP, CDP-star luminescence, 1 M DEA, 30 min; hits give high values; 0 = EDTA background, 1 = DMSO-only activity; activation factor at 20 µM; 200,000 tested, under 10 active; AID 1136;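 active = activation factor at least 2 at 20 µM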
#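 Assay system: human TNAP; Input: enzyme diluted 1/800 final; Reagent: CDP-star luminogenic substrate at 100 µM final; Timing: 30 min, room temperature; Signal: luminescence; Evaluation: TNAP activation factor scaled between EDTA and DMSO control wells.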
# SRC2 TRFRET art – counter-screen for PPARgamma SRC-2 recruitment agonists: TR-FRET artefact; AID 1049; 0.4% of 200,000 active; TR-FRET ratio at 8 µM; hits give high values; in the data active = TR-FRET ratio above about 2000; note: inactives centre near 1500
# bIAP act – increases bovine intestinal alkaline phosphatase activity. activation factor at 20 µM. AID 1016. purified bovine IAP, CDP-star luminescence, 30 min; hits give high values; fold of DMSO-control signal, blank-subtracted. 0.17% of 200,000 active;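 active = activation factor of 2 or more at 20 µM, a signal rise over negative controls twice the positive control's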
# PPARg SRC-2 ag – PPARgamma-driven SRC-2 recruitment agonism; 0.34% of 200,000 active; PPARgamma LBD-SRC-2 recruitment, biochemical; activation, % at 8 µM; P37231; in the data active = activation above about 22%;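 note: 0% = vehicle and 100% = reference agonist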
# An asterisk follows results filed as active; / = not tested or not shown.
SMILES,PPARg SRC3 recr,TNAP inh hiacc,TNAP inh no acc,HMGR II inh,bIAP inhibitor,PPARg SRC-1 ag,TNAP act hiacc,SRC2 TRFRET art,bIAP act,PPARg SRC-2 ag
CCOc1ccccc1NC(=O)CSc1nnnn1-c1ccccc1,12,-7,-14,-1,38,3,1.1,1590,0.6,6
Nc1cc(C(=O)c2cccs2)ccc1Cl,4,-7,-14,/,39,4,1.1,1563,0.6,3
Cn1c(N/N=C/c2cc3ccccc3nc2Cl)nc2ccccc21,4,7,-1,-7,-3,10,0.9,1733,1,19
O=C(Cn1c(-c2ccccc2)c[n+]2ccsc12)c1ccc([N+](=O)[O-])cc1,-9,6,8,0,12,1,0.9,1565,0.9,-2
CCN(CC)CCCN1C(=O)C(=O)/C(=C(/O)c2ccc3c(c2)OCCO3)C1c1ccco1 (stereo not given),1,-2,-4,-4,-3,-5,1,1474,1,2
CCCCOc1ccc(C(=O)Nc2cc(C)c(OCC(=O)N3CCOCC3)c(C)c2)cc1,1,-8,-31,1,-2,4,1.1,1337,1,0
CCn1cc(C(=O)NCc2ccc3c(c2)OCO3)c(=O)c2cc(S(=O)(=O)N(C)C)ccc21,-3,2,-4,0,3,3,1,1410,1,7
CN(C)S(=O)(=O)N(CC(=O)Nc1ccc2ccccc2c1)c1ccccc1,9,-3,-5,-3,4,-3,1,1698,1,6
CCOC(=O)CN1C(=O)C(CC)Oc2ccc(Cl)cc21 (stereo not given),5,-4,-11,-9,4,14,1,1601,1,4
CCCCC(=O)Nc1cccc(-c2nn3c(C)nnc3s2)c1,9,-2,-11,0,18,0,1,1601,0.8,-3
Cc1nc2cc(NCc3ccccc3O)ccc2n1Cc1ccccc1,2,-7,-15,0,-12,-7,1.1,1256,1.1,7
COc1ccc2c(c1)CC/C2=N\OC(=O)c1ccccc1C,-3,5,-1,-4,14,5,1,1578,0.9,-5
CC1CCN(C(=O)Cn2cc(C#N)c3ccccc32)CC1,12,-4,-14,-12,22,1,1,1426,0.8,2
O=C(Cn1c(SCc2ccccc2)nc2ccccc21)N1CCOCC1,6,-6,0,-11,0,6,1.1,1576,1,-1
CCOC(=O)CCC(=O)N1CCOCCOCCOCC1,-11,2,-3,-4,7,4,1,1489,0.9,-5
C(=N/Nc1nc(-c2ccccc2)cc(-c2ccccc2)n1)/c1cccnc1,-1,-3,-5,-1,23,13,1,1693,0.8,13
CCCN1CCC(NC(=O)CCc2nnc(Cc3cc(OC)ccc3OC)o2)CC1,2,-2,-8,-3,-14,2,1,1466,1.1,6
CC(=O)c1c(C)nc2cc(Cl)ccc2c1N,-1,-3,-8,2,4,-2,1,1529,1,-5
CC1SC2(NC1=O)C1CC3CC(C1)CC2C3 (stereo not given),0,-6,-10,-8,9,-2,1.1,1530,0.9,-2
Cc1nn2cnc3sc4c(c3c2nc1=O)CCCC4,11,4,-6,-6,-4,5,1,1588,1,2
CCCCn1c(-c2ccccc2)nc2c(=O)n(C)c(=O)[nH]c21,-13,-5,-8,-2,0,-5,1.1,1336,1,-5
COc1nc(OC)nc(N2CCC(NC(=O)C(Cc3ccc(C(C)C)cc3)NC(C)=O)CC2)n1 (stereo not given),3,-2,-1,-3,-6,5,1,1656,1.1,3
Nc1cc(=O)[nH]c(=O)n1CC1CC1,3,0,-7,-1,-9,8,1,1537,1.1,-2
CCOC(=O)c1[nH]c2c(c1C)C(=O)CC(c1ccco1)C2 (stereo not given),-1,0,-7,-2,-4,9,1,1406,1,-3
CC(=O)Nc1ccc(OCC(=O)NCCc2ccccc2)cc1,6,-3,-6,-3,-3,-3,1,1760,1,5

# In a second layout: entries from further up.
# Below each SMILES: PPARg SRC3 recr, TNAP inh hiacc, TNAP inh no acc, HMGR II inh, bIAP inhibitor, PPARg SRC-1 ag, TNAP act hiacc, SRC2 TRFRET art, bIAP act, PPARg SRC-2 ag
> CCN(CC)CCCN1C(=O)C(=O)/C(=C(/O)c2ccc3c(c2)OCCO3)C1c1ccco1 (stereo not given)
  1, -2, -4, -4, -3, -5, 1, 1474, 1, 2
> CCOc1ccccc1NC(=O)CSc1nnnn1-c1ccccc1
  12, -7, -14, -1, 38, 3, 1.1, 1590, 0.6, 6
> CC(=O)Nc1ccc(OCC(=O)NCCc2ccccc2)cc1
  6, -3, -6, -3, -3, -3, 1, 1760, 1, 5
> Cc1nn2cnc3sc4c(c3c2nc1=O)CCCC4
  11, 4, -6, -6, -4, 5, 1, 1588, 1, 2
> Nc1cc(C(=O)c2cccs2)ccc1Cl
  4, -7, -14, /, 39, 4, 1.1, 1563, 0.6, 3
> Cn1c(N/N=C/c2cc3ccccc3nc2Cl)nc2ccccc21
  4, 7, -1, -7, -3, 10, 0.9, 1733, 1, 19
> CCOC(=O)CN1C(=O)C(CC)Oc2ccc(Cl)cc21 (stereo not given)
  5, -4, -11, -9, 4, 14, 1, 1601, 1, 4

# More records:
SMILES,PPARg SRC3 recr,TNAP inh hiacc,TNAP inh no acc,HMGR II inh,bIAP inhibitor,PPARg SRC-1 ag,TNAP act hiacc,SRC2 TRFRET art,bIAP act,PPARg SRC-2 ag
CCCC(=O)NC(=S)Nc1ccccc1OC,9,4,-3,-1,0,10,1,1587,1,4
O=C(COC(=O)c1cc([N+](=O)[O-])ccc1NCc1ccccc1)NC1CCCCC1,-4,2,9,0,-2,-2,1,1511,1,-14
CCN(CC)CCCN1C(=O)C(O)=C(C(=O)c2ccc(C)o2)C1c1ccc(C)o1 (stereo not given),-9,-4,-10,2,17,-2,1,1524,0.8,-2
CC(C)Cc1nnc(NC(=O)CSc2nc(-c3ccccc3)cc(=O)[nH]2)s1,-1,-2,-8,0,-1,-5,1,1349,1,-3
O=C(c1csc2c1CCCC2)N1CCN(c2ncccn2)CC1,-6,0,-10,-1,0,-6,1,1344,1,-8
COCCn1c(SCC(=O)NCCc2ccc(OC)c(OC)c2)nc2c([nH]c3ccccc32)c1=O,3,5,-3,0,5,3,0.9,1491,0.9,-2
Cc1ccc(C)c(S(=O)(=O)Nc2ccc(C(=O)NCCc3ccccn3)cc2)c1,2,0,-10,-7,-17,1,1,1738,1.2,-14
O=C(NC1CCCC1)C(c1c[nH]c2ccccc12)N(C(=O)Cn1nnc(-c2ccc(Cl)cc2)n1)c1ccccc1 (stereo not given),4,0,7,4,5,-7,1,1550,0.9,-4
O=C(NC(C(=O)N1CCCC1C(=O)O)=C1CCCCC1)c1ccccc1 (stereo not given),1,-4,-9,-3,-3,18,1,1729,1,5
Cc1cc(=O)[nH]c(N/N=C/c2ccc(C)o2)n1,3,-1,-15,0,7,1,1,1626,0.9,-5
O=C(Nc1nnc(N2CCCCCC2)s1)c1cc(-c2ccc(Br)cc2)on1,17,-2,-17,-6,8,7,1,1639,0.9,15
O=C(NCCN1C(=O)S/C(=C\c2cccnc2)C1=O)C1CC(=O)N(Cc2ccco2)C1 (stereo not given),13,1,-6,0,-15,5,1,1900,1.2,9
CC(=O)NC1CC2CCCC(C1)N2S(=O)(=O)c1ccccc1 (stereo not given),-5,-1,-9,-2,7,5,1,1493,0.9,-5
N#Cc1ccccc1N=C1CCCN1Cc1ccccc1,-1,-2,-10,0,7,-1,1,1399,0.9,5
CSCC[C@H](NC(=O)NCCC1=CCCCC1)C(=O)O,-1,-1,-6,-4,-5,7,1,1512,1.1,5
NC(=O)C1=C[C@H](c2ccc3c(c2)OCO3)C[C@H](OCc2ccc(CO)cc2)O1,1,-6,-9,3,1,2,1.1,1649,1,8
C/C(=N\NC(=O)c1ccc(CN2CCOCC2)cc1)c1cccc([N+](=O)[O-])c1,1,-2,-7,8,15,-4,1,1407,0.8,2
COC(=O)c1ccc(N=NN2CCCCC2)cc1,3,2,1,-2,-1,1,1,1645,1,5
CCOC(=O)c1sc(=S)n(CC)c1N,-4,-10,0,-7,22,-5,1.1,1653,0.8,-5
C/C(=N\NC(=O)C(C)Oc1ccc([N+](=O)[O-])cc1)c1ccccn1 (stereo not given),4,0,-3,-2,-20,6,1,1618,1.2,7
CCC(Sc1nc2n[nH]c(C)c2c(=N)n1-c1cccc(Cl)c1)C(=O)NCCOC (stereo not given),-5,-2,-7,5,8,2,1,1622,0.9,2
COC(=O)[C@@H]1C(c2c(OC)cc(OC)cc2OC)=NO[C@H]1C(=O)OC,1,-4,-9,-6,-3,-2,1,1637,1,2
CCCCNC(=O)C(=O)NC(C)CCc1ccccc1 (stereo not given),2,-2,-6,-4,4,-8,1,1439,1,-4
Cc1ccc(/C=C/C(=O)N2CCCN(C(=O)/C=C/c3ccc(C)cc3)CC2)cc1,0,0,-12,-6,13,3,1,1502,0.9,-4
O=C1CC(=O)N(CCc2ccc(F)cc2)C(=O)N1,0,-6,-9,1,6,4,1.1,1505,0.9,-5

# Next structures:
SMILES,PPARg SRC3 recr,TNAP inh hiacc,TNAP inh no acc,HMGR II inh,bIAP inhibitor,PPARg SRC-1 ag,TNAP act hiacc,SRC2 TRFRET art,bIAP act,PPARg SRC-2 ag
Cc1cc(C)n(-c2nnc(C)n2NC(=O)c2cccc(Cl)c2)n1,-11,1,-10,-1,29,1,1,1544,0.7,7
CCOC(=O)C1=C(c2ccccc2)Nc2ncnn2C1c1ccccn1 (stereo not given),0,-8,-6,-1,-6,-8,1.1,1555,1.1,7
COC(=O)C1=NNCC12CC(=O)N(c1ccc(Br)cc1)C2=O (stereo not given),2,-3,-7,-2,4,-3,1,1625,1,6
CC(C)Cc1nc2ccccc2n1CCc1ccccc1,0,-6,-5,2,6,-2,1.1,1721,0.9,7
Cc1nnc(NC(=O)C2(c3ccccc3)CCOCC2)s1,-2,-5,-13,-5,12,0,1,1666,0.9,12
CC(CCCC(C)(C)O)NC(=O)c1cc(COc2ccc3ncccc3c2)on1 (stereo not given),3,-2,-2,1,-34,-3,1,1359,1.3,9
C(=N/n1c2ccccc2c2ccccc21)/c1ccco1,11,-2,-7,-1,34,2,1,1592,0.7,8
COc1ccccc1NC(=O)N1C2CCCC1CC(NC(=O)c1ccccc1)C2 (stereo not given),2,-1,-10,0,9,-2,1,1562,0.9,5
Cc1cc(C)nc(NC(=O)c2ccc(Cl)cc2)n1,1,2,0,-5,-6,0,1,1581,1.1,-10
Cc1ccc(-n2c(SCC(N)=O)nc3c(c2=O)C2(CCCC2)Cc2ccccc2-3)cc1,9,-2,6,1,2,13,1,1909,1,14
CC(C)c1ccc(CNC(=O)C(=O)Nc2nccs2)cc1,-1,-5,-17,-5,-8,-3,1.1,1445,1.1,-7
COc1ccc(O[C@H]2C=C[C@@H](c3ccccc3)O[C@@H]2COC(=O)CC/C(C)=N/OC[C@@H](O)[C@H]2O[C@@H]3OC(C)(C)O[C@@H]3[C@H]2O)cc1,0,-2,-4,-8,-15,1,1,1370,1.2,5
COC(=O)c1cccc(CSc2nc3ccccc3[nH]2)c1,-3,-1,-14,-1,-34,-3,1,1650,1.3,-2
Cc1ccc(Nc2ccc(NCc3ccccc3)nn2)cc1C,-3,-8,-8,-2,9,1,1.1,1469,0.9,3
O=C(c1ccco1)n1c(=S)nc2ccccn21,12,-4,-4,3,-12,7,1,1591,1.1,7
O=C(NCCc1ccccc1)C1CC(=O)N(C2CCCCCC2)C1 (stereo not given),-7,-1,1,0,1,-5,1,1421,1,1
COCCCNCCCCSc1ccc(Cl)cc1,-3,1,-10,-9,2,-3,1,1550,1,-10
NS(=O)(=O)c1ccc(Oc2ccc(S(N)(=O)=O)cc2)cc1,-2,27,13,-3,-4,-1,0.7,1616,1,0
